# PME-1 primary = blocks human protein phosphatase methylesterase 1; AID 2130; inhibition, % at 5.9 µM; recombinant PME-1, FP-Rh probe fluorescence polarization; 0.53% of 320,000 active;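 active = inhibition above the campaign mean of all compounds plus 3 SD, cut at about 26% in these data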;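 note: competitive labeling of PME-1 active site by serine hydrolase directed probe; 0% = PME-1 with DMSO and 100% = wells lacking PME-1 enzyme; inhibitors block probe labeling so polarization falls and inhibition rises; many of its hits are not listed in these tables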
# Target sequence (Q9Y570 whole entry, looked up): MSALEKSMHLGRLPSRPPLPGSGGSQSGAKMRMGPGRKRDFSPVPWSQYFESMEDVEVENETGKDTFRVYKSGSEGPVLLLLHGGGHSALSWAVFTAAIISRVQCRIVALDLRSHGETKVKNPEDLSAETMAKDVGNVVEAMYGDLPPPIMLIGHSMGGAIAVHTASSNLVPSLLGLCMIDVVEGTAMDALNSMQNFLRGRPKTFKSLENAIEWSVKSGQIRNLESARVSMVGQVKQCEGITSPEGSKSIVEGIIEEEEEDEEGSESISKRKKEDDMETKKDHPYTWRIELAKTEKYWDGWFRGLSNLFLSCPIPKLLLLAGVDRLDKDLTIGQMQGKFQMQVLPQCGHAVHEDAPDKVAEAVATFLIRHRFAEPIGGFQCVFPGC
# LYPLA2 counter = counter-screen for PME1 inhibitors: inhibitors of human LYPLA2; O95372; 0.38% of 320,000 active; inhibition, % at 5.9 µM; AID 2177; recombinant LYPLA2, FP-Rh probe fluorescence polarization;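 active = inhibition above the screen-wide mean plus 3 SD, limit set per campaign, cut at about 26% in these data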;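 note: 0% = LYPLA2 with DMSO and 100% = wells lacking LYPLA2 enzyme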
# PAFAH2 inh = inhibitors of human PAFAH2 | recombinant PAFAH2, FP-rhodamine activity probe, fluorescence polarization | Q99487 | 0.99% of 340,000 active | inhibition, % at 3.39 µM;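 active = inhibition above the mean over all tested compounds plus 3 SD, cut at about 30% in these data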;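 note: inhibitors block probe labeling of enzyme so polarization drops; 0% = enzyme with DMSO and 100% = wells lacking PAFAH2 protein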
# PAD4 FP inh = inhibitors of human PAD4; Q9UM07; recombinant PAD4, RCA probe fluorescence polarization; inhibition, % at 6.36 µM; 0.41% of 330,000 active; AID 485272;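 active = percent inhibition above a cutoff equal to the mean of all tested compounds plus 3 SD, cut at about 15% in these data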;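 note: 0% = PAD4 with RCA probe and DMSO and 100% = probe without PAD4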
# pPAFAH inh = inhibitors of human plasma PAF acetylhydrolase (pPAFAH). recombinant pPAFAH, FP-rhodamine probe fluorescence polarization. inhibition, % at 3.39 µM. 1.5% of 330,000 active. AID 463082;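 active = inhibition above the mean inhibition across the screen plus 3 SD, cut at about 25% in these data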;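 note: inhibitors block binding of the rhodamine activity-based probe so polarization drops; 0% = enzyme with DMSO and 100% = wells lacking pPAFAH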
# PAFAH1B3 FP inh = PAFAH1B3 (human) inhibition | recombinant PAFAH1B3, FP-rhodamine probe, fluorescence polarization | inhibition, % at 3.39 µM | 0.28% of 340,000 active | Q15102;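 active = inhibition above the screen-wide average of all tested compounds plus 3 SD, cut at about 25% in these data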;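 note: 0% = enzyme with DMSO only and 100% = wells lacking PAFAH1B3 protein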
# Target sequence (Q15102 whole entry, looked up): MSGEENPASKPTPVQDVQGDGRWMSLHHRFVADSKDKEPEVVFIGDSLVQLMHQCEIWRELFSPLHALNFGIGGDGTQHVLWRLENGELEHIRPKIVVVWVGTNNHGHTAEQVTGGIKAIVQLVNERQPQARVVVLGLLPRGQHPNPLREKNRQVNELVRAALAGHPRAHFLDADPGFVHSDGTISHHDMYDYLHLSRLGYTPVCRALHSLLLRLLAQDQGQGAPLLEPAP
# GSTO1 counter = counter-screen for RBBP9 inhibitors: inhibitors of human GSTO1; AID 1974; inhibition, % at 5.96 µM; 1.1% of 300,000 active; recombinant GSTO1, activity-based probe fluorescence polarization;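 active = inhibition above the campaign mean inhibition plus 3 SD, cut at about 35% in these data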;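 note: 0% = GSTO1-1 with DMSO and 100% = wells lacking GSTO1-1 enzyme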
# LYPLA1 inh = LYPLA1 (human) inhibition in PME1 counter-screen; 0.16% of 320,000 active; inhibition, % at 5.9 µM; recombinant LYPLA1, FP-Rh probe fluorescence polarization; O75608;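 active = inhibition above the mean of all tested compounds plus 3 SD, set per campaign, cut at about 14% in these data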;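 note: inhibitors block serine hydrolase probe labeling of LYPLA1 so polarization falls; 0% = enzyme with DMSO and 100% = wells lacking LYPLA1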
# Target sequence (O75608 whole entry, looked up): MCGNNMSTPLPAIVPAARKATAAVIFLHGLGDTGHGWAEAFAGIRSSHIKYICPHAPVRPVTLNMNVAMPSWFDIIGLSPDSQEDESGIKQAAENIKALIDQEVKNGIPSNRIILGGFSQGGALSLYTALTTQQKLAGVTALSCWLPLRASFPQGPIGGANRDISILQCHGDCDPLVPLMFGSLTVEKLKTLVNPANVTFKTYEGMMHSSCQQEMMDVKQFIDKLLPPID
# PAFAH1B2 inh = inhibitors of human PAFAH1B2 | 1.2% of 340,000 active | recombinant PAFAH1B2, FP-rhodamine activity probe, fluorescence polarization | AID 492953 | P68402 | inhibition, % at 3.39 µM;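 active = inhibition above the mean of all tested compounds plus 3 SD, cut at about 24% in these data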;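 note: 0% = enzyme with DMSO and 100% = wells lacking PAFAH1B2; many of its hits are not listed in these tables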
# * hit, by the source's call; . = no result given.
no.	SMILES	PME-1 primary	LYPLA2 counter	PAFAH2 inh	PAD4 FP inh	pPAFAH inh
1	COc1ccccc1CNC(=O)COC(=O)c1ccc([N+](=O)[O-])o1	2	0	4	-8	4
2	CC(C)(C)C(=O)Nc1cccc2[nH]ncc12	3	5	7	-2	0
3	CCN(CC)c1nc(Nc2ccccc2)nc(Oc2ccc(C(=O)OC)cc2)n1	-11	-11	-3	-2	2
4	Cn1cnnc1SCC(=O)Nc1ccccc1	1	-1	9	0	0
5	COc1ccc(Cc2nnc(NS(=O)(=O)c3ccc(NC(C)=O)cc3)s2)cc1	-4	-3	2	5	-5
6	COc1ccc(-n2c(SCC(=O)NNC(=O)c3ccc(C)cc3)nnc2-c2ccncc2)cc1	7	3	-12	-1	0
7	COc1ccc(-c2nn(-c3ccccc3)cc2C(=O)Nc2nccs2)cc1OC	-11	-17	-10	-1	-10
8	Cc1ccc(NC(=O)CSc2nnc(C)c(=O)n2N)cc1Cl	0	4	-4	2	5
9	CC1CN(C2CCN(C(=O)c3cccc(Cl)c3)CC2)CC(C)O1 (stereo not given)	-3	6	-2	2	-3
10	Cc1ccc(NC(=O)Cc2ccc(Cl)cc2)nc1	4	-4	8	-3	-2
11	CC1CCCCC1NC(=O)C1Cc2ccccc2CN1S(C)(=O)=O (stereo not given)	10	7	0	-4	2
12	CCOC(=O)Cc1nn2c(=O)cc(C)nc2s1	-1	3	-8	5	-2
13	CCC1=NN(C(=O)c2ccccc2O)C(O)(c2ccccc2)C1 (stereo not given)	-3	3	15	4	8
14	COc1ccc(C2C(Oc3ccccc3C)C(=O)N2Cc2ccc(F)cc2)cc1OC (stereo not given)	1	-5	1	-3	5
15	CC1(C(=O)NC2CCCC2)CCC(=O)N1Cc1ccccc1Cl (stereo not given)	0	-4	9	-2	-4

no.	PAFAH1B3 FP inh	GSTO1 counter	LYPLA1 inh	PAFAH1B2 inh
1	-1	.	-3	2
2	7	5	2	2
3	-1	-4	-5	1
4	2	-3	-2	-2
5	11	4	-1	5
6	7	7	-2	4
7	-7	-13	-16	4
8	3	20	2	5
9	0	0	-2	0
10	12	-1	2	6
11	-3	2	3	-1
12	3	-7	-1	1
13	17	3	0	6
14	8	-5	-4	3
15	3	0	-2	6

# 4 compounds picked at random from the list so far:
no.	SMILES	PME-1 primary	LYPLA2 counter	PAFAH2 inh	PAD4 FP inh	pPAFAH inh
11	CC1CCCCC1NC(=O)C1Cc2ccccc2CN1S(C)(=O)=O (stereo not given)	10	7	0	-4	2
2	CC(C)(C)C(=O)Nc1cccc2[nH]ncc12	3	5	7	-2	0
9	CC1CN(C2CCN(C(=O)c3cccc(Cl)c3)CC2)CC(C)O1 (stereo not given)	-3	6	-2	2	-3
6	COc1ccc(-n2c(SCC(=O)NNC(=O)c3ccc(C)cc3)nnc2-c2ccncc2)cc1	7	3	-12	-1	0

no.	PAFAH1B3 FP inh	GSTO1 counter	LYPLA1 inh	PAFAH1B2 inh
11	-3	2	3	-1
2	7	5	2	2
9	0	0	-2	0
6	7	7	-2	4

# Going on with the list.
no.	SMILES	PME-1 primary	LYPLA2 counter	PAFAH2 inh	PAD4 FP inh	pPAFAH inh
16	CCOC(=O)c1ccc(N(C(=O)c2cnccn2)C(C(=O)NC2CCCCC2)c2cn(C)nc2C)cc1 (stereo not given)	-1	-2	-4	-1	-1
17	N#Cc1cccc(C(=O)Nc2cc(S(=O)(=O)N3CCOCC3)ccc2N2CCCC2)c1	.	.	6	3	1
18	Cc1ccc(S(=O)(=O)N2CCCC(C(=O)NCc3ccco3)C2)cc1Cl (stereo not given)	1	2	3	-7	-7
19	COc1ccc(-c2cc(C(F)(F)F)nc(SCCC(=O)N3CCN4CCCC4C3)n2)cc1 (stereo not given)	2	-2	-8	-2	3
20	CCCOC(=O)/C=C/c1c(C)[nH]c(=O)[nH]c1=O	6	4	2	1	4
21	Cc1cc(Cl)ccc1OC(C)C(=O)N1CCCN(C(=O)C(C)Oc2ccc(Cl)cc2C)CC1 (stereo not given)	2	-2	-1	0	10
22	O=C(CSc1nc2ccccc2c(=O)n1Cc1ccc(F)cc1)NCC1CCCO1 (stereo not given)	.	.	1	-1	3
23	CCCn1c(NC(=O)CCS(=O)(=O)c2ccc(C)cc2)nc2ccccc21	4	0	-5	-13	10
24	CCN(C(=O)COC(=O)c1ccc(O)cc1)c1cccc2ccccc12	.	.	13	-4	-1
25	Cc1ccc(Oc2cc(C#N)c(C#N)cc2-n2nnc3ccccc32)cc1C	-12	-10	-1	-10	-9
26	C[C@H](CO)N1C[C@H](C)[C@@H](CN(C)S(=O)(=O)c2ccc(F)cc2)Oc2ccc(NC(=O)Nc3ccccc3)cc2C1=O	.	.	-6	-3	8
27	CC(Oc1ccc(Cl)cc1Cl)c1ccn[nH]1 (stereo not given)	-2	2	0	-3	7
28	COc1ccccc1CC(=O)Nc1cccc(S(=O)(=O)N2CCOCC2)c1	6	2	8	-2	6
29	CCC(C)[C@H](NC(=O)[C@@H]1Cc2c([nH]c3ccccc23)C2c3ccccc3C(=O)N21)C(=O)NCC1CCCO1 (stereo not given in full)	-10	-8	-4	4	-1
30	CC1=NN(c2ccccc2)C(=O)/C1=C\c1cc(C)n(-c2ccccc2)c1C	-12	-10	-7	-3	0

no.	PAFAH1B3 FP inh	GSTO1 counter	LYPLA1 inh	PAFAH1B2 inh
16	2	2	-3	-1
17	9	.	.	1
18	0	13	-3	3
19	-2	10	5	2
20	5	-3	-2	7
21	8	5	3	0
22	4	.	.	7
23	-3	-5	1	-4
24	6	.	.	1
25	4	10	-4	5
26	-3	.	.	1
27	7	-2	0	10
28	-6	1	-3	0
29	8	-9	-3	2
30	-2	13	0	1

# Arranged by the number under PAFAH1B3 FP inh (low to high): three from the list above.
entry	canonical_smiles	PME-1 primary	PAFAH2 inh	PAD4 FP inh	pPAFAH inh	PAFAH1B3 FP inh	PAFAH1B2 inh
7	COc1ccc(-c2nn(-c3ccccc3)cc2C(=O)Nc2nccs2)cc1OC	-11	-10	-1	-10	-7	4
2	CC(C)(C)C(=O)Nc1cccc2[nH]ncc12	3	7	-2	0	7	2
29	CCC(C)[C@H](NC(=O)[C@@H]1Cc2c([nH]c3ccccc23)C2c3ccccc3C(=O)N21)C(=O)NCC1CCCO1 (stereo not given in full)	-10	-4	4	-1	8	2

# The listing continues.
no.	SMILES	PME-1 primary	LYPLA2 counter	PAFAH2 inh	PAD4 FP inh	pPAFAH inh
31	CNC(=O)COc1coc(CN2CCN(c3ccc(OC)cc3)CC2)cc1=O	-2	12	4	-5	5
32	Nc1cc(C(=O)OCC(=O)NCCCc2ccccc2)ccc1Cl	6	-3	23	-3	12
33	COc1ccc(OC)c(C=Nc2ccccc2-c2nc3ccccc3[nH]2)c1	5	-2	3	1	8
34	Cc1nnc(SCC(=O)Nc2cccc(S(=O)(=O)N(C)c3ccccc3)c2)s1	4	1	2	0	4
35	Cc1cccc2c1cnn2C(=O)Nc1cc(F)ccc1F	-2	9	3	2	3
36	O=C(O)c1cc(-c2ccc(Cl)s2)[nH]n1	1	1	1	1	-3
37	CC(=O)Nc1cccc(NS(=O)(=O)c2cc3c4c(c2)CCN4C(=O)CC3)c1	5	1	4	-5	7
38	O=C(O)CNC(=S)N(Cc1ccco1)Cc1ccccc1Cl	0	1	2	1	8
39	CC(C)[C@H](NC(=O)c1ccccc1)C(=O)N1CCc2ccccc21	-1	1	-8	-4	-3
40	CCN(CC(=O)Nc1c(F)cccc1F)C(=O)c1cc(-c2cccs2)nn1-c1ccccc1	-4	-3	1	-6	8
41	COc1ccc(C2Nc3ccccc3C(=O)N2Cc2ccccc2)cc1CSc1ccccn1 (stereo not given)	-1	-4	-9	3	3
42	C=CC[C@@H](Cc1ccc(F)cc1)C(=O)OC[C@@H]1CCCN1C(=O)[C@H](CC=C)CC(=O)N(CCO)Cc1ccccc1	.	.	0	3	6
43	CC(=O)Nc1ccc(S(=O)(=O)NNC(=O)c2ccc3c(c2)OCO3)cc1	-1	-18	0	-3	-5
44	O=C(OC1CCCCC1=O)c1ccc(S(=O)(=O)Nc2ccccc2)cc1 (stereo not given)	3	-1	4	-3	22
45	CCOC(=O)c1ccc(NC(=O)CNC(=O)C2CCCCC2)cc1	4	0	-1	-1	3

no.	PAFAH1B3 FP inh	GSTO1 counter	LYPLA1 inh	PAFAH1B2 inh
31	12	6	1	-2
32	14	1	-3	5
33	1	2	0	-2
34	7	-2	1	5
35	5	8	3	0
36	4	-1	1	4
37	2	4	1	4
38	2	1	-1	7
39	1	1	0	1
40	14	2	-3	5
41	-3	1	-4	1
42	11	.	.	3
43	2	4	-1	2
44	-3	-4	0	2
45	8	-3	1	2

# More results follow.
no.	SMILES	PME-1 primary	LYPLA2 counter	PAFAH2 inh	PAD4 FP inh	pPAFAH inh
46	CCN1C(=O)C2(C(C(=O)c3ccc(C)o3)=C(O)C(=O)N2CCCN2CCOCC2)c2ccccc21 (stereo not given)	-7	-6	4	-5	-2
47	c1ccc(CSc2nnc3c4ccccc4c4ccccc4c3n2)cc1	-3	3	.	-1	4
48	O=C(Nc1ccn(Cc2ccccc2F)n1)c1ccc(COc2ccc(Cl)cc2Cl)o1	-26	-29	-12	-4	-10
49	O=C(Nc1cccc(Cl)c1)Nc1ccccc1C(=O)O	-2	1	0	-5	-7
50	CCN(c1ccccc1)S(=O)(=O)c1ccc(Cl)c(NC(=O)COC(=O)c2ccc(Cl)c(N)c2)c1	-12	-21	40*	-4	19
51	CCNC(=O)Cn1cc(C(F)(F)F)cc(Cl)c1=O	3	-1	1	1	-2
52	Cn1c(C(O)c2ccccc2)nc(Cl)c1Cl (stereo not given)	-7	1	-7	6	0
53	Cc1ccc(N2C(=O)C3ON(c4ccccc4)C(c4ccncc4)C3C2=O)c(C)c1 (stereo not given)	-2	-2	0	0	2
54	Nc1ncnc2c1ncn2[C@@H]1O[C@H](CNS(=O)(=O)C2CC2)[C@@H](O)[C@H]1O	.	.	-2	-1	2
55	COc1ccc(/C(C)=N/N2CCCCC2)c(O)c1	4	0	1	-1	-4
56	COc1cc(OC)c(C2=NOC(C(=O)NCc3cccnc3)C2)cc1Cl (stereo not given)	0	3	0	-5	1
57	CN(C(=O)CN1C(=O)c2ccccc2S1(=O)=O)C1CCCCC1	.	.	4	-3	-4
58	COC(=O)C(Cc1ccc(O)cc1)NC(=O)C(C)Oc1ccccc1 (stereo not given)	-1	-3	3	-3	5
59	COc1ccc2c(c1)c1nc3ccccc3nc1n2Cc1ccc(OC)c(OC)c1	0	-3	-4	4	4
60	Cn1c2ccccc2c(=O)c2cc(C#CC3(O)CCCCC3)ccc21	6	0	-1	-3	3
61	Cc1cc(C)cc(NC(=O)C2CC(=O)n3ncnc3N2)c1 (stereo not given)	-1	1	-1	1	-2

no.	PAFAH1B3 FP inh	GSTO1 counter	LYPLA1 inh	PAFAH1B2 inh
46	4	-7	-4	2
47	.	-5	1	.
48	-17	-14	-13	-10
49	9	-17	-2	1
50	6	2	-16	8
51	5	6	-4	5
52	-2	-7	-4	-4
53	-1	7	1	3
54	4	.	.	3
55	15	-3	-6	8
56	8	-2	-4	2
57	5	.	.	10
58	6	0	-2	5
59	12	-5	-3	-1
60	7	9	-1	-4
61	2	2	-2	-2

# Compound activity (PubChem BioAssay)

# These rows are one share of the data (hit frequency here may not be typical).
